From PubChem BioAssay
PhoP GFP inhibition: PhoP regulon inhibitors, Salmonella typhi PhoP promoter GFP reporter, confirmatory (AID 1850). Salmonella Typhi PhoP-promoter GFP reporter, fluorescence, 4 h; higher % means a stronger effect. inhibition, % at 50 µM, or IC50 in µM where a hit was titrated. 310,000 compounds, 0.33% hits; in the data active means a potency from the dose series; inconclusive means inhibition mostly from about 25% at the one dose, without a potency; inactive means the rest, 99 in 100 with inhibition below about 19%;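 further: 0% = induced wells with vehicle and 100% = uninduced wells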
M. tuberculosis HTS: M. tuberculosis growth inhibition, HTS (AID 449762); 330,000 compounds, 0.59% hits; inhibition, % at 25 µM; hits with a dose series show IC50 in µM; M. tuberculosis H37Rv growth inhibition, 7H9 media; higher % means a stronger effect; in the data active means a potency from the dose series; inconclusive means inhibition above about 70% without an active follow-up result;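 further: bacterial growth assessed after seven days of incubation; strong numbers were not always called active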
influenza NS1A: H1N1 influenza NS1A inhibitors, functional cell based assay (AID 504329). NS1A functional cell-based assay, percent inhibition; higher % means a stronger effect. inhibition, % at 12.5 µM; hits with a dose series show IC50 in µM. 340,000 compounds, 0.3% hits; in the data active means a potency from the dose series; inconclusive means inhibition above about 27% without an active follow-up result; further: strong numbers were not always called active
M. tuberculosis: growth inhibition of non-replicating M. tuberculosis (AID 488890) | Mycobacterium tuberculosis non-replicating, growth inhibition; higher % means a stronger effect | one-dose inhibition, % at 25 µM; IC50 in µM for titrated hits | 320,000 compounds, 0.39% hits; in the data active means a potency from the dose series; inconclusive means inhibition mostly from about 82% at the one dose, without a potency; inactive means the rest, 99 in 100 with inhibition below about 76%;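 further: plate controls were DMSO cells for no effect and high antibiotic wells for full effect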
inhibitors of VEEV: inhibitors of VEEV TC-83 cytopathic effect, confirmation, Vero cells (AID 588727); 350,000 compounds, 0.13% hits; inhibition, % at 20 µM; hits with a dose series show IC50 in µM; Vero cells, VEEV TC-83 cytopathic effect inhibition; higher % means a stronger effect; in the data active means a potency from the dose series; inconclusive means inhibition mostly from about 14% at the one dose, without a potency; inactive means the rest, 99 in 100 with inhibition below about 12%; further: strong numbers were not always called active
inhibitors of VEEV 10K pilot screen: further read-out of inhibitors of VEEV, marked with its call; inhibition, %; measured here: 10K pilot screen inhibition
* hit, by the source's call; i = inactive; ? = inconclusive; . = no result given.

SMILES	PhoP GFP inhibition	M. tuberculosis HTS	influenza NS1A	M. tuberculosis	inhibitors of VEEV	others
CCn1c(SCC(=O)Nc2ccc(C(C)=O)cc2)nc2nc3c(cc2c1=O)CCCC3	-2.5%	-1.9%	0.6%	-11.5%	2.4%
Cc1occc1C(=O)NCc1ccccc1F	-6.9%	3.5%	-6.6%	5.2%	2.0%
Cc1cc(C(=O)Nc2c(C)n(C)n(-c3ccccc3)c2=O)on1	-13.0%	-8.0%	2.9%	.	1.1%
CSc1ccc(NC(=O)Nc2cccn(Cc3ccccc3)c2=O)cc1	3.1%	18.5µM*	13.1%	i	6.0%
CN1CCN(C(=O)c2ccc(S(=O)(=O)c3ccc(Br)cc3)cc2)CC1	-3.5%	-10.2%	-4.4%	-4.5%	0.2%
N#Cc1ccccc1CSc1nc2ccc(NC(=O)c3ccccc3C(=O)O)cc2s1	-0.1%	-3.8%	2.0%	8.9%	4.0%
Cc1ccccc1NC(=O)NC1(C(=O)NCc2ccco2)CCCCC1	6.3%	5.5%	1.2%	-3.8%	1.8%
COCc1cc(C)nc(OCC(=O)N/N=C/c2ccc(OC)c(O)c2)c1C#N	0.5%	1.8%	-6.8%	-19.8%	0.5%
COc1cc(C)c(NC(=O)COc2ccc3c(c2)OCO3)cc1C	9.1%	-5.0%	-9.2%	4.2%	i
CCOc1ccccc1NC1=C(Cl)C(=O)N(c2ccc(OC)cc2)C1=O	-6.2%	-6.3%	24.4%	56.6%	i
Cc1cc(C(=O)N/N=C2\CCCc3ccccc32)c(C)o1	-9.4%	7.9%	-4.2%	.	0.9%
COCc1cc(C)nc(SCc2ccc([N+](=O)[O-])cc2)c1C#N	6.0%	6.8%	0.3%	-9.6%	4.4%
Cc1nn(-c2ccc(F)cc2)c(-n2cccc2)c1C(=O)N1CCN(C(=O)c2ccco2)CC1	-12.3%	0.8%	0.2%	-1.0%	1.0%
N#CC(C#N)=Cc1ccc(OC(=O)c2ccccn2)cc1	-9.2%	-0.7%	-3.2%	25.7%	i
Cc1ccc(CNCc2ccc3c(c2)OCO3)cc1	0.2%	-2.8%	-11.1%	16.6%	0.2%
COc1ccc(CN2CCN(C(=O)Cn3nc(C(=O)O)c4ccccc4c3=O)CC2)cc1F	6.6%	15.2%	-6.0%	-11.9%	2.9%
COc1cccc(CN(C)C(=O)c2ccccc2Sc2ccccc2C#N)c1	-11.2%	0.1%	13.7%	2.2%	5.4%
CC(Sc1nc2ncc(Cl)cc2[nH]1)C(=O)c1c(N)n(C)c(=O)n(C)c1=O (stereo not given)	4.1%	10.2%	-3.2%	-12.5%	10.7%
Cc1[nH]c(=O)[nH]c(=O)c1/C=N\NC(=O)CCc1ccc(OC(C)C)cc1	8.0%	-3.8%	.	16.1%	.
Cn1c(CC(=O)Nc2ccc(Cl)c(Cl)c2)nnc1SCC(=O)N1CCN(c2ccccc2)CC1	-1.7%	.	1.9%	.	1.9%
COc1ccc(NS(=O)(=O)c2ccc(Oc3ncccn3)cc2)cc1	-5.2%	-1.8%	8.0%	2.6%	0.1%
CCCCCCC(=O)c1c(O)n(-c2ccccc2OC)c(=O)[nH]c1=O	-3.7%	-4.5%	1.0%	21.9%	0.7%	inhibitors of VEEV 10K pilot screen=4.0
COc1cc(/C=C2\SC(=S)N(CC(=O)NC3=NCCS3)C2=O)cc(OC)c1OC	-5.6%	7.1%	-49.4%	-1.9%	2.5%
COc1ccc2nc(NNC(=O)c3cc(=O)c4ccccc4o3)sc2c1	-6.4%	0.2%	1.9%	.	1.9%
CS(=O)(=O)N1CCCC(C(=O)NCCN2CCC(Cc3ccccc3)CC2)C1 (stereo not given)	-7.8%	-10.3%	-6.7%	?	0.5%

The final seven entries of the section above come first, to join the parts.
SMILES	PhoP GFP inhibition	M. tuberculosis HTS	influenza NS1A	M. tuberculosis	inhibitors of VEEV	others
Cc1[nH]c(=O)[nH]c(=O)c1/C=N\NC(=O)CCc1ccc(OC(C)C)cc1	8.0%	-3.8%	.	16.1%	.
Cn1c(CC(=O)Nc2ccc(Cl)c(Cl)c2)nnc1SCC(=O)N1CCN(c2ccccc2)CC1	-1.7%	.	1.9%	.	1.9%
COc1ccc(NS(=O)(=O)c2ccc(Oc3ncccn3)cc2)cc1	-5.2%	-1.8%	8.0%	2.6%	0.1%
CCCCCCC(=O)c1c(O)n(-c2ccccc2OC)c(=O)[nH]c1=O	-3.7%	-4.5%	1.0%	21.9%	0.7%	inhibitors of VEEV 10K pilot screen=4.0
COc1cc(/C=C2\SC(=S)N(CC(=O)NC3=NCCS3)C2=O)cc(OC)c1OC	-5.6%	7.1%	-49.4%	-1.9%	2.5%
COc1ccc2nc(NNC(=O)c3cc(=O)c4ccccc4o3)sc2c1	-6.4%	0.2%	1.9%	.	1.9%
CS(=O)(=O)N1CCCC(C(=O)NCCN2CCC(Cc3ccccc3)CC2)C1 (stereo not given)	-7.8%	-10.3%	-6.7%	?	0.5%
CCOC(=O)c1c(-c2ccc(F)cc2)csc1NC(=O)CN1C(=O)NC2(CCCCC2C)C1=O (stereo not given)	8.9%	4.0%	-4.8%	-5.8%	2.8%
CCNC(=S)NNc1nncc2ccccc12	12.5%	-3.5%	-0.9%	58.6%	1.8%
COc1cccc(CN2CCNC(=O)C2CC(=O)NCc2cn3ccc(C)cc3n2)c1OC (stereo not given)	4.5%	8.2%	-6.1%	5.4%	0.0%
COc1cc(C(=O)N2CCSCC2)ccc1OC1CCN(C(C)=O)CC1	4.2%	-3.5%	-1.0%	-4.9%	i
CCOc1ccc(NC(=S)N2CCCN(Cc3cccc(Cl)c3)C2)cc1	-3.0%	-4.6%	-9.3%	46.3%	0.3%
Cc1cccc(N=C2NN=C(c3ccccc3F)CS2)c1C	3.2%	7.7%	-8.9%	36.6%	1.4%
CCOc1ccccc1CNC(=O)c1cc2oc3ccccc3c2n1CC	6.6%	2.2%	3.3%	28.2%	>12.5µM*
O=C1CCC([N+](=O)[O-])C(c2ccc(Cl)cc2)N1 (stereo not given)	-11.2%	-6.7%	2.1%	-8.2%	0.2%
COc1ccc(N2C(=S)N(C(=O)c3ccccc3)C(=Nc3ccccc3)C2=Nc2ccccc2)cc1	-9.0%	3.8%	14.1%	17.5%	4.6%
Cc1cc(C)c(NC(=O)c2ccc3c(c2)C(=O)N(Cc2cccnc2)C3=O)c(C)c1	-7.0%	0.8%	16.8%	-7.3%	i
CCOC(=O)C(NC(=O)Cc1ccccc1)(Nc1cc(C)on1)C(F)(F)F (stereo not given)	5.6%	-2.4%	-1.1%	-0.8%	0.5%
COc1ccc2c(c1OC)C(=O)N(c1ccc3c(c1)CCC3)C2=O	1.9%	-3.2%	-5.8%	18.2%	5.0%
CCc1ccc(OCC(=O)NNC(=S)NC(=O)C2CCCCC2)c(Br)c1	-5.4%	0.8%	-10.5%	?	9.2%
C=CCN1C(=O)/C(=C/C=C2/N(CC)c3ccc(S(=O)(=O)N(C)C)cc3N2CC)SC1=S	-34.3%	38.2%	>100µM*	33.8%	1.9%
CC(=O)N1N=C(c2ccco2)CC1c1cccs1 (stereo not given)	-0.2%	4.5%	-5.8%	11.3%	1.3%
CCCCC(=O)Nc1nnnn1CCC	-2.5%	2.0%	1.4%	12.9%	0.6%
CCOC(=O)c1c(NC(=O)c2c(-c3ccccc3)noc2C)sc(C)c1-c1ccccc1	-1.0%	8.8%	4.4%	-4.0%	<0.05µM*
O=c1[nH]c(C2CC2)nc2sc3c(c12)CCCC3	-5.8%	1.0%	-6.3%	-4.1%	1.2%
COc1ccc(-c2cc3ccccc3n2CC(O)CN2CCCCC2)cc1 (stereo not given)	9.7%	4.5%	15.1%	44.2%	i
Cc1ccc(CNC(=O)CSCc2ccc(F)cc2)cc1	13.2%	0.2%	-3.0%	54.6%	i
CCC(=O)NC(=S)Nc1cccc(-c2nc3ncccc3o2)c1	-0.5%	-5.8%	-4.1%	-9.8%	7.5%
COc1ccc(NC(=O)N2CCCC(c3nc(-c4ccc(C(C)C)cc4)no3)C2)cc1 (stereo not given)	-13.8%	?	-3.4%	57.7%	i	inhibitors of VEEV 10K pilot screen=0.9
COc1ccc(C2OC(=O)CC2C(=O)NC(C)C)cc1 (stereo not given)	-6.4%	-1.9%	-3.5%	1.3%	5.6%
COc1ccc(NC(=O)c2ccc(Cl)nc2)cc1S(=O)(=O)N1CCOCC1	.	-3.0%	-4.6%	23.9%	9.7%
O=C(NCc1ccccc1Cl)c1ccc2nc[nH]c2c1	-7.8%	5.4%	-1.5%	13.6%	2.0%
More results follow.
SMILES	PhoP GFP inhibition	M. tuberculosis HTS	influenza NS1A	M. tuberculosis	inhibitors of VEEV	others
COc1ccccc1-c1c(C)nn2c(N3CCC(C(N)=O)CC3)cc(C)nc12	-4.1%	-6.5%	-0.1%	3.7%	6.9%
CC(C)Nc1nc(NC(C)C)nc(N(C)C(N)=O)n1	-1.8%	1.7%	-3.0%	2.3%	3.5%
CSc1ccccc1C(=O)NCCOc1cccc(C)c1	1.0%	1.6%	5.0%	13.3%	0.1%
CC(C)(Oc1ccc(Cl)cc1)C(=O)N1CCN(c2ccccn2)CC1	-10.1%	2.3%	2.2%	13.5%	1.6%
Cc1cc(C)c(C#N)c(SCc2nnc(-c3ccccc3)o2)n1	9.1%	8.3%	-1.5%	?	1.0%
CCn1c(SCC(=O)NC2CCCC2)nnc1-c1c[nH]c2ccccc12	-7.4%	-8.8%	-1.1%	-18.2%	i
CC(=O)c1cccc(S(=O)(=O)NC2CCCCCC2)c1	-2.9%	-4.4%	-12.5%	37.1%	1.7%
COC(=O)Cc1[nH]nc2c1C1(C(=O)N(Cc3ccc(Cl)cc3)c3ccccc31)C(C#N)=C(N)O2 (stereo not given)	-1.4%	-2.8%	5.7%	51.7%	i
CCC1(C)Cc2c(sc3[nH]c(=S)n(Cc4ccccc4)c(=O)c23)CO1 (stereo not given)	-14.7%	-1.9%	-20.1%	1.1%	?
CCCCn1c(N)c(N(CC(C)C)C(=O)CSc2nnc(C)n2-c2ccc(OC)cc2)c(=O)[nH]c1=O	2.0%	-8.0%	-9.4%	-13.6%	2.0%
CCOc1ccc(N2C(=O)CC(NCCc3ccncc3)C2=O)cc1 (stereo not given)	-3.2%	1.2%	-7.2%	-1.1%	i
CCN(C(=O)COC(=O)c1ccccc1SCC(=O)NC1CCCCCCC1)C1CCS(=O)(=O)C1 (stereo not given)	-3.1%	-5.7%	-9.4%	5.6%	0.5%
COc1ccc(NC(=O)CSc2nc3sc(C)cc3c(=O)n2C)c(OC)c1	-21.0%	-3.0%	-5.8%	25.5%	2.8%
Cc1ccc(CC(NC(=O)c2ccccc2)C(=O)N2CCCC2C(=O)O)cc1 (stereo not given)	1.2%	5.3%	2.9%	5.1%	3.2%
CC(C)c1nc2c(c(=O)n(C)c(=O)n2C)n1C	-4.2%	-1.1%	-0.6%	-4.2%	0.8%
CCOC(=O)c1[nH]ncc1CN1CCC(Cc2ccccc2)(C(=O)OCC)CC1	6.8%	-8.3%	-9.6%	-16.5%	i
O=C(NC1CC1)c1cc2c(F)cccc2s1	1.7%	5.4%	-0.1%	29.6%	0.1%
COc1ccc(/C=C2\C(=N)N3N=C(CC(=O)N4CCCCC4)SC3=NC2=O)cc1	-0.4%	5.3%	8.5%	4.2%	1.7%
C=CCn1c(CCSCc2ccccc2)n[nH]c1=S	-7.6%	1.9%	3.1%	4.1%	5.4%
COc1ccc(C2=NC(c3ccccc3)CO2)cc1 (stereo not given)	-8.7%	4.3%	.	44.4%	.
CCCc1n[nH]c2c1C(=O)CC(C)(C)C2	-8.6%	-6.2%	-1.8%	6.3%	1.8%
O=C(CSc1ccc(-c2ccccn2)nn1)NCc1ccc(F)cc1	3.0%	-2.1%	6.3%	?	1.6%
O=C(C1CC(=O)N(C2CCCCC2)C1)N1CCN(c2cccc(C(F)(F)F)c2)CC1 (stereo not given)	-2.5%	-9.3%	-12.4%	4.2%	1.6%
CCC1Sc2ccc(S(=O)(=O)CCC(=O)Nc3ccccc3Cl)cc2NC1=O (stereo not given)	-5.1%	2.2%	9.8%	5.2%	2.4%
CCN(CC(=O)NCc1ccc(Cl)cc1)C(=O)/C=C/c1cccs1	4.3%	3.2%	2.4%	11.7%	0.4%
Cc1ccc(N(CC(=O)Nc2ccccc2C(=O)N2CCOCC2)S(C)(=O)=O)cc1	-0.3%	-3.3%	3.1%	-4.0%	1.7%
COc1cc([N+](=O)[O-])ccc1NC(=O)COC(=O)c1ccc(NC(N)=O)cc1	3.9%	16.8%	19.7%	-7.0%	4.0%
CCOc1ccc(-c2nc(CCl)cs2)cc1OC	-10.4%	5.4%	-11.5%	-8.1%	?
CC(=O)c1cc(CN2CCCCC2)cc(OC(C)C)c1	-4.2%	-0.1%	-3.1%	-6.1%	i
